Pol kappa inh: blocks human DNA polymerase kappa activity; Potency, µM (top dose mostly 107 µM), without a hit: top-dose activity, negative = inhibition, hits mostly inhibitors; hit rate 0.53% among 400,000; purified Pol kappa, fluorescent DNA synthesis assay, 10 min; Q9UBT6; also: % is scaled to controls: 0 for no effect and ±100 for the full control effect
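Fluorescent qHTS in 1536-well format: enzyme (10 nM) and compound sat 15 min at room temperature before 50 nM substrate (final) was added. Signal taken at 0 and 10 min; no-enzyme buffer wells were negative controls.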
BLM inh: Bloom syndrome helicase (human) inhibition. P54132. recombinant BLM DNA unwinding, fluorescence dequenching. Potency, µM (series often up to 56.1 µM), for inactives: at the highest dose activity change, negative = inhibition, usual class: inhibitors. hit rate 0.2% among 350,000. AID 2528;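 also: plate controls were vehicle for no effect and no enzyme for full effect; nearly all actives have a fitted effect of over 35% in size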
Pol eta inh: inhibitors of human DNA polymerase eta. Q9Y253. Potency, µM (titrated, usually from 114 µM), without a hit: at the highest dose activity change, negative = inhibition, most hits filed as inhibitors. AID 588591. recombinant Pol eta, fluorescent DNA replication assay. hit rate 1.2% among 390,000; also: % is scaled to controls: 0 for no effect and ±100 for the full control effect
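Pol eta (10 nM) was preincubated with compounds for 15 min at room temperature, after which fluorescent replication substrate (50 nM final) was added to start the reaction. Fluorescence was read kinetically at 0 and 10 min.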
Pol iota inh: blocks human DNA polymerase iota activity; Pol iota fluorescent replication assay, 10 min; Potency, µM (doses to about 115 µM), for inactives: at the highest dose activity, negative = inhibition, most hits filed as inhibitors; hit rate 1% among 390,000; AID 588590
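Fluorescent replication assay read twice, at 0 min and 10 min after adding 50 nM (final) substrate. Enzyme (10 nM) and compounds were first incubated 15 min at room temperature; enzyme-free buffer wells were negative controls.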
BAZ2B block: BAZ2B (human) inhibition | AlphaScreen BAZ2B-H3K14Ac peptide displacement | hit rate 4.4% among 360,000 | Q9UIF8 | Potency, µM (doses to about 114 µM), without a hit: at the highest dose activity change, negative = inhibition, actives largely listed as inhibitors | AID 504333; also: % is scaled to controls: 0 for no effect and ±100 for the full control effect; nearly all actives have a fitted effect of over 60% in size
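Compounds, titrated to a top concentration of 110 uM, were incubated 30 min at room temperature with preformed BAZ2B/acetyl-K14 H3 peptide complex (50 nM each). Proximity signal was measured by AlphaScreen after 20 min with beads.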
APE1 inh: inhibitors of human APE1 endonuclease | P27695 | recombinant APE1, TAMRA/BHQ-2 abasic DNA cleavage fluorescence | Potency, µM (series often up to 65.8 µM), without a hit: top-dose activity change, negative = inhibition, hits mostly inhibitors | hit rate 0.35% among 350,000;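 also: plate controls were vehicle for no effect and reference inhibitor for full effect; nearly all actives have a fitted effect of over 55% in size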
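0.75 nM APE1 + cpd, 15 min RT; start w/ 50 nM TAMRA/BHQ-2 THF-abasic dsDNA; kinetic fluor 525/598 nm ×3 reads @60 s; Δ(read3−read1); normalized to DMSO and NSC13755 control wells.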
JMJD2A Tudor: inhibitors of human JMJD2A Tudor domain | O75164 | AlphaScreen JMJD2A-Tudor / H3K4me3 peptide binding | Potency, µM (highest dose often 114 µM), without a hit: at the highest dose activity change, negative = inhibition, usual class: inhibitors | hit rate 4.4% among 390,000 | AID 504339; also: % is scaled to controls: 0 for no effect and ±100 for the full control effect; nearly all actives have a fitted effect of over 50% in size
Pol beta inh: DNA polymerase beta (human) inhibition; P06746; Pol beta primer extension/strand displacement, fluorescence kinetic; Potency, µM (series often up to 114 µM), without a hit: at the highest dose activity change, negative = inhibition, usual class: inhibitors; hit rate 1.3% among 340,000; also: % is scaled to controls: 0 for no effect and ±100 for the full control effect
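Enzyme-only controls used 10 nM Pol beta; buffer lacking enzyme served as negative control. Compound preincubated 15 min, then 50 nM substrate added; 0 and 10 min reads at room temperature.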
G9a block: blocks human histone lysine methyltransferase G9a; G9a H3K9 monomethylation, AlphaScreen, 2 h; Potency, µM (series often up to 102 µM), without a hit: top-dose activity, negative = inhibition, hits mostly inhibitors; hit rate 8.8% among 350,000; also: % is scaled to controls: 0 for no effect and ±100 for the full control effect; nearly all actives have a fitted effect of over 75% in size
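Signal arises when biotinylated H3K9 peptide, once monomethylated, bridges streptavidin donor and antibody-captured acceptor beads. Enzyme at 20 nM was preincubated 15 min with test compounds; peptide 500 nM and SAM 20 uM then reacted for 2 h.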
Active calls of the source: *; u = inconclusive; x = not tested or not shown; & = joins results of further samples; [ ] = dose if it differs, or a comment. Calls follow the shape of the dose curve; as a rule, active = well fitted curve in the direction sought with a large enough effect; inconclusive = small, poorly fitted or top-dose-only effect, or another doubt; inactive = no such curve, though single readings can be large; an effect the other way counts as inactive or inconclusive. Potency is read from the fitted curve at half-maximal effect. This is a subset; count on the stated rates, not on these rows.

SMILES	Pol kappa inh	BLM inh	Pol eta inh	Pol iota inh	BAZ2B block	APE1 inh	JMJD2A Tudor	Pol beta inh	G9a block
COc1ccc(OC)c(CC(=O)O)c1	-9%	1%	-7%	-1%	6%	-6%	-17%	42%	-30%[59 µM]
C=CC(=O)OCCO	2%	x	-17%	29%	x	-2%	1%	x	x
O=c1[nH]c(=O)n(-c2cccc(Cl)c2)c(O)c1C=NCCCN1CCOCC1	-4%	-2%	-7%	2%	x	18%	-7%	23%	u
C=CCN(CC#CCOc1ccccc1OC)CC=C	x	-7%	x	x	50µM*	0%	x	u	18µM*
C=CCn1c(O)c(/C=N/N2CCCCC2)c(=O)[nH]c1=O	-9%	0%	-3%	20%	-6%	-9%	-1%	5%	x
CCN(CC)c1ccc(N=Cc2c(O)n(CCC3=CCCCC3)c(=O)[nH]c2=O)cc1	-10%	-2%	-6%	12%	9%	5%	-12%	13%	15%[59 µM]
CS(=O)(=O)N1CCC2(CCCN(Cc3ccncc3)C2)CC1	-3%[60.1 µM]	3%	x	x	x	4%	x	x	9%[12.7 µM]
COc1ccc(Nc2c(-c3cc(Br)ccc3O)nc3ncccn23)cc1OC	3%	-10%	u	-6%	14µM*	x	20µM*	2%	10µM*
CN1CCN(Cc2ccccc2Sc2ccccc2)CC1	-16%	-3%	-8%	-10%	-3%	1%	-31%	22%	-43%[59 µM]
COC(=O)C1=C(c2cccc(C#N)c2)C[C@@H]2CC[C@H]1N2C(=O)NCCO	-14%	x	-20%	49%[activator]	11%	11%	-15%	x	-6%[0.501 µM]
Cc1cccc(Cn2cccc(C(=O)Nc3ccc4c(c3)OCCO4)c2=O)c1	1%[60.1 µM]	-8%	-19%	18%	-2%	x	-24%	0%	u
COc1ccc(NC(=S)NC(NC(=O)CF)C(Cl)(Cl)Cl)cc1[N+](=O)[O-] (stereo unspecified)	-4%	-1%	-1%	0%	u	-3%	u	-19%	22µM*
O=[N+]([O-])c1cccc(O)c1	1%	x	-13%	-13%	-2%	-11%&7%	-10%	x	-19%[0.501 µM]
CCC(CC)NCc1c[nH]c2ccccc12	4%	4%	-16%	43%[activator]	79µM*	0%	22µM*	2%	14µM*
CC(=O)c1ccc2c(c1)C1C(Cl)C(Sc3ccccc3[N+](=O)[O-])CC1C(c1ccccc1)N2 (stereo unspecified)	-23%	-12%	5%	27%	45µM*	-9%	45µM*	6%	10µM*
COc1ccc(CC2(CCc3ccncc3)C(=O)NC(=O)NC2=O)c(OC)c1	-2%	-10%	-7%	13%	3%	12%	-9%	52%	x
O=C(O)CCC(=O)NCCC1=c2ccccc2=N/C1=C\c1c(O)n(Cc2ccc(F)cc2)c(=S)[nH]c1=O	u	-11%	50µM*	u	32µM*	-3%	32µM*	-8%	x
CCOc1ccc(Nc2c(S(=O)(=O)c3ccc(C)cc3)cnc3ccccc23)cc1	-3%	-9%	-18%	-6%	u	x	u	16%	-34%[59 µM]
O=C(c1csnn1)N1CCC[C@@]2(CCN(Cc3ccncc3)C2)C1	8%[60.1 µM]	0%	x	x	x	2%	x	x	-3%[12.7 µM]
CC(C)C(=O)N1CCC(CN=Cc2c(O)n(C3CCCCC3)c(=O)n(C3CCCCC3)c2=O)CC1	-18%	-11%	-17%	3%	-36%	8%	-33%	-3%	u

Taken from the listing (4 entries):
SMILES	Pol kappa inh	BLM inh	Pol eta inh	Pol iota inh	BAZ2B block	APE1 inh	JMJD2A Tudor	Pol beta inh	G9a block
COc1ccc(OC)c(CC(=O)O)c1	-9%	1%	-7%	-1%	6%	-6%	-17%	42%	-30%[59 µM]
C=CC(=O)OCCO	2%	x	-17%	29%	x	-2%	1%	x	x
O=c1[nH]c(=O)n(-c2cccc(Cl)c2)c(O)c1C=NCCCN1CCOCC1	-4%	-2%	-7%	2%	x	18%	-7%	23%	u
C=CCN(CC#CCOc1ccccc1OC)CC=C	x	-7%	x	x	50µM*	0%	x	u	18µM*

(list continues)
SMILES	Pol kappa inh	BLM inh	Pol eta inh	Pol iota inh	BAZ2B block	APE1 inh	JMJD2A Tudor	Pol beta inh	G9a block
Cc1cc(C=C2C(=O)NC(=S)NC2=O)c(C)n1C1CCCC1	-14%	-7%	u	u	79µM*	8%	-23%	-3%	45µM*
Cc1ccccc1CCNCc1ccc(Br)cc1	7%	-6%	-16%	3%	5%	2%	-3%	3%	-1%[59 µM]
N=C1c2ccccc2CN1NC(=O)c1ccco1	-21%	x	0%	44%[activator]	x	1%	-5%	x	x
COc1ccc(-c2nc3ccccc3n2OC(=O)N(C)C)cc1	-11%	2%	4%	-1%	10%	0%	-10%	10%	-9%[12.7 µM]
Cc1nc2ccccc2c(=O)n1-c1ccc(Cl)cc1[N+](=O)[O-]	5%	-4%	-14%	-4%	u	10%	-3%	47%[activator]	-26%
O=C(COc1ccc(S(=O)(=O)N2CCCCC2)cc1)N1CCN(Cc2ccccc2)CC1	-8%	-1%	-9%	12%	-2%	0%	-12%	0%	45µM*
O=C(CF)NC(Nc1cccc2cccnc12)C(Cl)(Cl)Cl (stereo unspecified)	-1%	-8%	-9%	8%	-1%	-3%	-2%	-2%	-47%
COC(=O)C1=C(c2ccc(OCc3ccccc3)cc2)C[C@@H]2CC[C@H]1N2C(=O)NCc1cccc(OC)c1	-6%	x	-28%	22%	-18%	9%	-20%	x	13%[2.33 µM]
CC(=O)NC(C)Cc1ccccc1 (stereo unspecified)	1%	-1%	-13%	13%	6%	-1%	4%	6%	11%[12.7 µM]
C=CC(C)C(C(=O)c1ccccc1)N(C)C (stereo unspecified)	-6%	-1%	-5%	-17%	-12%	4%	-12%	-7%	14%
O=c1oc2ccccc2n1CSC1=NCCS1	0%	-4%	-5%	8%	26%	10%	0%	1%	4%[59 µM]
CN(C[C@H](Cc1ccccc1)N(C[C@H](Cc1ccccc1)N(CCC(C)(C)C)N=O)N=O)N=O	-15%	-11%	-2%	u	u	3%	u	10%	2%[12.7 µM]
Cn1c(O)c(C=NCc2cccs2)c(=O)n(C)c1=O	-5%	-4%	3%	12%	15%	-1%	-4%	7%	3%[59 µM]
CC(C)(C)n1cc(C(=O)c2ccccc2OCCCF)cn1	-21%	-1%	-3%	12%	9%	10%	-21%	-9%	14%[2.33 µM]
COC(=O)C1=C(c2ccc(S(C)(=O)=O)cc2)C[C@@H]2CC[C@H]1N2C(=O)NCc1ccco1	-5%	x	-6%	24%	x	x	-11%	x	x
COc1cccc(NC(=O)c2ccc3c(=O)n4nc(Nc5ccccc5OC)sc4nc3c2)c1	3%	-10%	u	u	-21%	x	-12%	-3%	-40%[59 µM]
O=C(c1ccco1)c1cn(Cc2ccc(Cl)cc2)c2ccccc12	-7%	-8%	-19%	6%	-6%	-5%	-23%	3%	-8%
OCCN(CC#CC(O)(c1ccccc1)C1CCCC1)CCO (stereo unspecified)	1%	0%	-17%	16%	-33%	2%	u	12%	50µM*
COc1ccc(C2=CC(c3ccc4c(c3)OCO4)c3c(c4ccccc4oc3=O)O2)cc1OC (stereo unspecified)	-6%	x	-3%	10%	x	x	-30%	x	x
COC(=O)[C@@H]1C[C@]2(C(=O)O)c3ccccc3N(OOSc3ccccc3)[C@@H]2N1C(=O)OC	7%	x	-15%	15%	x	x	-6%	x	x
COC(=O)C1=C(c2ccc(Cl)c(C(F)(F)F)c2)C[C@@H]2CC[C@H]1N2C(=O)N1CCOCC1	1%	x	3%	-25%	6%	13%	-14%	x	-5%[2.33 µM]
CCn1cnc2c(Nc3cccc(Cl)c3)nc(N[C@@H]3CCCC[C@@H]3N)nc21	u	x	-8%[57.1 µM]	u	x	-2%	x	-26%[57.1 µM]	11%[12.7 µM]
CC(C)COP(=O)(c1ccc(N(C)C)cc1)C(Nc1ccccc1)c1ccccc1 (stereo unspecified)	0%	-6%	-17%	2%	u	-1%	-35%[57.1 µM]	31%[activator]	u
CCNC(=O)NNC(=O)C1CC(c2cccnc2)=NO1 (stereo unspecified)	-4%	-2%	-19%	136%[activator]	-4%	7%	6%[57.1 µM]	-1%	13%[59 µM]
O=C(NCc1nnc(SCC(=O)N2CCN(c3ccccc3)CC2)o1)c1ccco1	-9%	-13%	-1%	9%	-3%	-5%	u	-13%	-8%[59 µM]
CCCCCCC(=O)OC1CC(C)(C)NC(C)(C)C1	-8%&-2%&-16%[60.1 µM]	-1%&-1%	x	x	x	-2%&9%	x	x	2%[59 µM]
CC(=O)OC1N=C(c2ccc(Cl)cc2)c2cc(Br)ccc2NC1=O (stereo unspecified)	-6%	-7%	-18%	18%	-33%	-2%	-17%	6%	26%[0.501 µM]

Whole records, looked up by structure:
CN1CCN(Cc2ccccc2Sc2ccccc2)CC1 across the screens: Pol kappa inh = -16%; BLM inh = -3%; Pol eta inh = -8%; Pol iota inh = -10%; BAZ2B block = -3%; APE1 inh = 1%; JMJD2A Tudor = -31%; Pol beta inh = 22%; G9a block = -43%[59 µM]
CCN(CC)c1ccc(N=Cc2c(O)n(CCC3=CCCCC3)c(=O)[nH]c2=O)cc1 across the screens: Pol kappa inh = -10%; BLM inh = -2%; Pol eta inh = -6%; Pol iota inh = 12%; BAZ2B block = 9%; APE1 inh = 5%; JMJD2A Tudor = -12%; Pol beta inh = 13%; G9a block = 15%[59 µM]

Two compounds from above, reduced to APE1 inh, JMJD2A Tudor and Pol iota inh.
smiles	APE1 inh	JMJD2A Tudor	Pol iota inh
O=C(O)CCC(=O)NCCC1=c2ccccc2=N/C1=C\c1c(O)n(Cc2ccc(F)cc2)c(=S)[nH]c1=O	-3%	32µM*	u
CCOc1ccc(Nc2c(S(=O)(=O)c3ccc(C)cc3)cnc3ccccc23)cc1	x	u	-6%
